PostGolgi ctrl: growth inhibition of yeast control strain, primary screen, counter-screen for post-Golgi transport modulator project; efflux-deficient yeast background strain, growth absorbance A615, 16 h; inhibition, % at 10 µM; actives 5% (n = 98,000); AID 738, 2007
EphB4 ephrin blk: EphB4-ephrin-B2 interaction antagonists, primary screen, biochemical, TNYL-RAW peptide probe, fluorescence polarization. Ephrin type-B receptor 4 (Homo sapiens), P54760. EphB4 LBD / TNYL-RAW-Alexa532 peptide. inhibition, % at 7 µM. actives 0.15% (n = 97,000). AID 720, 2007;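 active means inhibition above the screen-wide mean inhibition plus 3 SD, cut at about 15% in these data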;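 further: 0% = DMSO wells and 100% = excess unlabeled TNYL-RAW peptide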
S1P2 ag: S1P2 receptor agonists, primary screen, cell-based. S1P2-expressing cell line, agonist reporter read-out. activation, % at 4.5 µM. actives 0.46% (n = 97,000). AID 729, 2007; in the data active means activation above about 16%;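 further: 0% = vehicle low control and 100% = maximal reference agonist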
HIV Rev-RRE inh: HIV-1 Rev-RRE binding inhibitors, primary screen, biochemical, FRET, protein-RNA interaction; Rev peptide-RRE RNA binding; inhibition, % at 8 µM; actives 0.79% (n = 97,000); AID 704, 2007; P05866;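 active means inhibition above the screen-wide mean plus 3 SD, cut at about 35% in these data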;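 further: 0% = median DMSO wells and 100% = median Neomycin B control wells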
Target sequence (P05866 whole entry, looked up): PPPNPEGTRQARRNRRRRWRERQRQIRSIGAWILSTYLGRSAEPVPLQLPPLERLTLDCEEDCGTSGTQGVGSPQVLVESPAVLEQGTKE
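Test system: Cy5-tagged RRE RNA duplex with fluorescein-tagged Rev peptide | Read-out: % inhibition of FRET ratio versus controls | Probe or stimulus: Labelled Rev peptide | Incubation: 5 min RNA-compound premix plus 15 min binding step, 25 °C | Technique: FRET fluorescence readout | Benchmarks: DMSO low control, neomycin B high control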
FAK inh: FAK kinase inhibitors, primary screen, biochemical. Focal adhesion kinase 1 (Homo sapiens), Q05397. biochemical FAK kinase activity assay. actives 0.84% (n = 97,000). inhibition, %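 (tested at 7 µM)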; in the data active means inhibition above about 19%;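 further: 0% = DMSO and 100% = reference compound high control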
PTPN22 act: LYP phosphatase activators, primary screen, biochemical, DiFMUP fluorescence, 2 µM; recombinant LYP; 0 = plate median, 100 = signal doubled; activation, % at 2 µM; actives 0.11% (n = 96,000); AID 697, 2007;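 active means activation at 2 µM above a set limit, the mean plus 5 SD, cut at about 37% in these data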
Target sequence (Q9Y2R2 whole entry, looked up): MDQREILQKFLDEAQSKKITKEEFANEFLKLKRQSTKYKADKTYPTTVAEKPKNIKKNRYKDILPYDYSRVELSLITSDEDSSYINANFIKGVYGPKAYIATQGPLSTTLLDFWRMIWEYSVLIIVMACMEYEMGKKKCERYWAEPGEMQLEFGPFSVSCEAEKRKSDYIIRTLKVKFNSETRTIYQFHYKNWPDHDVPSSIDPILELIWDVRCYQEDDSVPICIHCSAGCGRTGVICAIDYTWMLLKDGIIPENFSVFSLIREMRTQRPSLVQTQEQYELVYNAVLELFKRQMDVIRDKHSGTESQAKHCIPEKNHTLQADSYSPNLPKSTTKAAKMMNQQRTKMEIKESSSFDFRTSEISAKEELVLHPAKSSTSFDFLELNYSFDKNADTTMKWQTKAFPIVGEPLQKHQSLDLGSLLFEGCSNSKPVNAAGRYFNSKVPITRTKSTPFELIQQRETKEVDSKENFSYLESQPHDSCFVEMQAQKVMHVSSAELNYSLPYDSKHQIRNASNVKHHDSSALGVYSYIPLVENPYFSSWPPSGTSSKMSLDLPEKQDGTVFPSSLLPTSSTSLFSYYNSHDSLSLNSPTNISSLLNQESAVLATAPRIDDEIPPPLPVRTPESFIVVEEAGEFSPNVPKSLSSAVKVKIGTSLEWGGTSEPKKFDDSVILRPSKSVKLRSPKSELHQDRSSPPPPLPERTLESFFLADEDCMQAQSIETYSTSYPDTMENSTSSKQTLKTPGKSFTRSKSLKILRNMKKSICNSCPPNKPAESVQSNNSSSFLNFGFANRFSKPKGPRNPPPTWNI
S1P2 blocker: human S1P2 receptor antagonists, primary screen, cell-based; Sphingosine 1-phosphate receptor 2 (Homo sapiens), O95136; cell-based S1P2 antagonist assay, inhibition at 5 uM; inhibition, % at 5 µM; actives 0.21% (n = 97,000); in the data active means inhibition above about 45%;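 further: CRE beta-lactamase reporter cells expressing human S1P2 stimulated with S1P; 0% = agonist at EC80 alone and 100% = agonist plus reference antagonist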
PTPN22 inh 2: PTPN22 phosphatase inhibitors, primary screen, biochemical, DiFMUP fluorescence, 2 µM. Tyrosine-protein phosphatase non-receptor type 22 (Homo sapiens), Q9Y2R2. recombinant LYP catalytic domain. inhibition, % at 2 µM. actives 0.21% (n = 96,000);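 active means inhibition at 2 µM at or above a set limit, the screen mean plus 3 SD, cut at about 24% in these data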;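 further: 0% = DMSO with enzyme and 100% = enzyme fully blocked by orthovanadate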
PostGolgi yeast: phenotypic screen on post-Golgi transport, primary screen; post-Golgi transport phenotypic cell assay; inhibition, % at 10 µM; actives 0.9% (n = 98,000);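 further: yeast cells grown in 1536-well plates; yeast grown about 18 h at 30C before absorbance read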
Active calls of the source: *; . = not tested or not shown. Unless noted, no stated cut-off is given here; in the data, active means inhibition above about 30%; inactive means the rest.

SMILES	PostGolgi ctrl	EphB4 ephrin blk	S1P2 ag	HIV Rev-RRE inh	FAK inh	PTPN22 act	S1P2 blocker	PTPN22 inh 2	PostGolgi yeast
CCOc1ccc(-c2nnn(CC(=O)Nc3cccc(OC)c3)n2)cc1OCC	4	1	-8	-1	-5	10	9	-12	-6
CCOC(=O)N1CCC(NC(=O)c2ccc(NC(=O)C3CCCO3)cc2)CC1 (stereo not drawn)	10	-5	-1	2	-2	-5	-2	2	12
CCCCC[n+]1ccn(-c2nc3ccccc3nc2[N-]S(=O)(=O)c2ccc(C)cc2)c1	-3	-5	1	5	-8	0	4	2	1
CC(C)c1ccc(Oc2cccc(C(=O)/C(C#N)=C/N(C)C)c2)cc1	24	-1	-4	8	1	-4	-4	5	-9
C=CC[n+]1c(-c2ccc(C)cc2)csc1NNC(=O)Nc1ccccc1	41*	-3	0	-1	-3	-2	28	-1	-6
Cc1nc(CC(=O)O)c(-c2ccccc2)s1	7	-7	-2	2	1	-2	-6	-2	-1
CC1(C)Cc2c(sc(/N=C/N3CCOCC3)c2C#N)C(C)(C)N1	6	0	-7	5	2	-1	-4	-2	-1
Cc1cccc2cc(CN(Cc3nnnn3C3CCCCC3)C3CCCC3)c3nnnn3c12	86*	-1	-5	3	1	-12	-25	12	97*
O=C(NCCNC(=O)c1cccs1)c1ccco1	7	1	-2	0	1	11	-7	-12	-7
CN(C)S(=O)(=O)c1cccc(-c2nnc(SCc3cc(Cl)cc4c3OCOC4)n2N)c1	-3	-8	-7	1	-2	4	3	-6	-8
CCOCCOCCC(C(=O)O)P(=O)(c1ccccc1)c1ccccc1 (stereo not drawn)	3	5	-4	0	-3	-4	-13	6	-5
CCOC(=O)N1CCN(C(=O)c2csc3c2CCCCC3)CC1	4	2	-5	4	2	0	-14	-4	-8
CCCCN1C(=O)CC(N2CCOCC2)C1=O (stereo not drawn)	4	0	-6	3	-1	4	8	-1	2
COc1ccc(C2C(C#N)=C(N)Oc3cc(N)ccc32)cc1OC (stereo not drawn)	3	-6	-1	7	2	-8	4	8	2
Cc1nc2nc(-c3cccnc3)[nH]n2c(=O)c1C	9	-6	0	9	4	-4	-30	5	0
CSc1nnnn1CCn1nnnc1SC	-5	-1	-2	8	-8	3	-20	-4	-3
COc1ccc(-c2nnc(SCC#N)o2)cc1	8	3	-5	4	4	-11	-9	14	4
CCC1Oc2ccccc2N(CC(=O)NCCc2ccc(OC)c(OC)c2)C1=O (stereo not drawn)	.	0	-8	6	-4	-6	4	8	.
COc1ccccc1Nc1nc(N)nc(CSc2nnc(C)s2)n1	5	-2	0	3	-1	10	-7	-16	4
CC(=O)/C(C#N)=C1\NC(=O)C(Cc2ccccc2)S1 (stereo not drawn)	0	-3	-7	5	-1	-4	11	2	-16
COc1ccccc1CNC(=O)Cn1cccc1	6	7	-1	8	-1	6	5	-7	19
Cc1ccc(S(=O)(=O)NCCOc2nc(N3CCOCC3)nc(N3CCOCC3)n2)cc1	2	-5	2	5	-1	-6	-6	3	-2
O=C(CS(=O)(=O)c1ccccc1)Nc1nc(-c2ccccc2)cs1	41*	1	-7	6	4	3	7	-4	-8
Cc1ccc(C)c(OCC(O)CN2C(C)CCCC2C)c1 (stereo not drawn)	0	-4	-10	-4	2	4	-2	-1	-6
Cc1ccc(-c2nc(-c3ccccc3)no2)c(Cl)c1	4	-6	-5	22	4	3	13	-4	10

Molecules from the list above containing a carbonyl joined to an NH by a bond outside any ring (seven):
SMILES	PostGolgi ctrl	EphB4 ephrin blk	S1P2 ag	HIV Rev-RRE inh	FAK inh	PTPN22 act	S1P2 blocker	PTPN22 inh 2	PostGolgi yeast
CCOc1ccc(-c2nnn(CC(=O)Nc3cccc(OC)c3)n2)cc1OCC	4	1	-8	-1	-5	10	9	-12	-6
CCOC(=O)N1CCC(NC(=O)c2ccc(NC(=O)C3CCCO3)cc2)CC1 (stereo not drawn)	10	-5	-1	2	-2	-5	-2	2	12
C=CC[n+]1c(-c2ccc(C)cc2)csc1NNC(=O)Nc1ccccc1	41*	-3	0	-1	-3	-2	28	-1	-6
O=C(NCCNC(=O)c1cccs1)c1ccco1	7	1	-2	0	1	11	-7	-12	-7
CCC1Oc2ccccc2N(CC(=O)NCCc2ccc(OC)c(OC)c2)C1=O (stereo not drawn)	.	0	-8	6	-4	-6	4	8	.
COc1ccccc1CNC(=O)Cn1cccc1	6	7	-1	8	-1	6	5	-7	19
O=C(CS(=O)(=O)c1ccccc1)Nc1nc(-c2ccccc2)cs1	41*	1	-7	6	4	3	7	-4	-8

(further entries)
SMILES	PostGolgi ctrl	EphB4 ephrin blk	S1P2 ag	HIV Rev-RRE inh	FAK inh	PTPN22 act	S1P2 blocker	PTPN22 inh 2	PostGolgi yeast
O=C(CP(=O)(CO)CO)c1ccc(Cl)cc1	7	2	-1	10	-1	-6	22	4	13
O=S(=O)(Nc1ccc(S(=O)(=O)N2CCCCC2)cc1)c1ccc(Br)s1	12	5	-1	5	-5	-1	1	0	-2
CCOC(=O)CC1=C(C(=O)OCC)C(c2ccc(C)o2)C(C#N)=C(N)O1 (stereo not drawn)	4	9	-3	16	2	0	4	4	-11
CCOc1cc(C2NC(=O)NC(c3ccccc3)=C2C(C)=O)ccc1OCC(N)=O (stereo not drawn)	10	-5	0	1	0	11	4	-15	1
CC1OC23CCCCC2C(C#N)(C(=N)O3)C1(C#N)C#N (stereo not drawn)	.	2	-1	24	-1	4	-2	-5	.
CCOC(=O)C1CCCN(c2c(Nc3cc(C)cc(C)c3)c(=O)c2=O)C1 (stereo not drawn)	2	-3	-6	1	3	-2	13	-2	1
N/C(=N\c1nc2ccccc2o1)NC(=O)C(Cc1ccccc1)N1C(=O)c2ccccc2C1=O (stereo not drawn)	26	2	-7	3	4	6	9	-9	-5
COc1ccc(/C=N/NC(=O)c2cccc(Br)c2)cc1Cn1cc(Cl)cn1	9	3	-1	7	-11	-11	-10	13	16
CN(C)c1ccc(/C=N/N2C(=N)N(c3ccccc3)C(=S)C2=Nc2ccccc2)cc1	.	-12	-4	7	-1	-3	-12	3	.
CN(c1cccc(NS(=O)(=O)c2cccs2)c1)S(C)(=O)=O	11	-12	-2	-1	10	3	-16	-4	20
COc1ccc(-c2[nH]ncc2/C=N\NS(=O)(=O)c2ccccc2)cc1OC	8	2	-2	5	22*	-13	-23	12	14
CCNc1nc(SCCOc2ccccc2)nc(N(C)C)n1	7	7	1	14	0	-1	-28	0	3
CC(C)Oc1ccc(C(CC(=O)NCc2ccco2)c2ccccc2)cc1 (stereo not drawn)	6	-1	-3	6	2	-9	-1	10	-1
Cc1ccc2nc3c(cc2c1)CN(Cc1ccco1)C(=NCC1CCCO1)S3 (stereo not drawn)	43*	5	-6	5	3	-2	8	0	-1
COc1cccc(OCCSc2nnc3sc4ccccc4n23)c1	14	-9	-4	-1	-8	0	-7	-2	4
O=C(CSc1nnc(-c2cccnc2)n1C1CCCCC1)NC1CCCCC1	-2	-3	1	3	1	2	-18	-8	-4
CS(=O)(=O)NC1c2cccc3cccc(c23)C1N1CCOCC1 (stereo not drawn)	0	0	-4	11	2	4	14	-9	-5
Cc1noc(N)c1C(=O)Nc1ccc(C(C)(C)C)cc1	10	1	-4	3	8	3	12	1	-2
CCN(CC)S(=O)(=O)c1ccc(NS(=O)(=O)c2ccc(C)c(C)c2)cc1	2	7	-4	7	-4	-7	4	4	-1
CSc1nc2ccc(N3C(=O)C4CCCCC4C3=O)cc2s1 (stereo not drawn)	9	-6	-4	-2	3	3	-18	-1	-4
O=C(CN1CCN(Cc2ccc3c(c2)OCO3)CC1)Nc1ccc2c(c1)OCCO2	1	7	-4	1	-4	-3	10	6	3
Cn1c(=O)c2c(ncn2Cc2cccc(Cl)c2)n(C)c1=O	0	0	-3	7	4	0	12	0	7
O=C(NC1CCCC1)C1CC(c2ccc(F)cc2)=NO1 (stereo not drawn)	2	2	-9	2	-2	4	3	-4	0
COC(=O)CN1C(c2ccccc2)=Nc2ccc(Cl)cc2C1c1ccccc1 (stereo not drawn)	30*	5	-5	13	1	-1	-35	1	8
CCC1(c2ccc(F)cc2)NC(=O)N(CC(=O)N2CCOCC2)C1=O (stereo not drawn)	.	-10	-4	8	3	5	0	-8	.

The listing continues:
SMILES	PostGolgi ctrl	EphB4 ephrin blk	S1P2 ag	HIV Rev-RRE inh	FAK inh	PTPN22 act	S1P2 blocker	PTPN22 inh 2	PostGolgi yeast
CC1(C)Cc2c(oc3ncn4ncnc4c23)CO1	8	-2	-5	0	-2	0	21	0	5
CCOC(=O)C(C(=O)OCC)C(C(=O)OCC)N1CCOCC1 (stereo not drawn)	5	6	-8	12	1	-7	9	8	4
CCC(C)(C(=O)NC1CCCCC1)N(C)C(=O)c1ccccn1 (stereo not drawn)	7	1	-4	4	-2	-2	-16	2	-4
COc1ccc(S(=O)(=O)N(C)CC(=O)Nc2ccc3c(c2)OCO3)cc1OC	-1	-3	-3	-4	1	-8	-4	9	5
CCCc1cc(=O)[nH]c(SCC(=O)N(CC)Cc2ccccc2)n1	-7	-8	-5	-5	-3	-4	13	3	22
CS(=O)(=O)N(CC(=O)NCc1ccncc1)Cc1ccc(Cl)cc1	-2	1	-5	4	-1	-14	3	15	13
COc1ccccc1CNn1c(-c2cccc(C)c2)nc2ccccc2c1=O	28	-3	-2	7	2	2	-15	0	0
Cc1cc(CCN2CCC(=O)NC2=S)ccc1OC(C)C	5	0	-3	-10	3	-1	-3	1	-9
Cc1ccc(S(=O)(=O)/C(C#N)=C/c2c(N3CCN(C)CC3)nc3ccccn3c2=O)cc1	4	-2	-4	10	-3	3	-11	-4	5
COc1cc(C(=O)Oc2cc(C)cc(C)c2)cc(OC)c1OC	.	-6	1	2	-2	-6	-45	6	.
Cc1ccccc1-c1nc2cc(N)ccc2o1	6	-4	-1	0	3	-3	-11	0	-4
Cc1ccc(S(=O)(=O)Nc2nc3ccccc3nc2N2CCN(c3ccccc3F)CC2)cc1	6	0	-5	9	-5	-8	-15	8	-4
CCCCOc1ccc(CN2CCCCC2)cc1	10	-2	-7	-3	-13	-10	17	9	16
Cc1cccc(S(=O)(=O)N2CN(Cc3ccco3)c3nc4ccccc4nc32)c1	12	1	-3	15	-3	1	-9	4	11
CCOC(=O)N1CCC(Nc2c(-c3ccc(C)c(C)c3)c(=O)c2=O)CC1	9	-1	-1	4	3	0	12	-3	-5
CC(C)N1C(=O)CCC1C(=O)N1CCCc2ccccc21 (stereo not drawn)	1	10	-8	8	-2	3	7	-6	6
O=C(O)c1cc(NCc2cccs2)ccc1N1CCOCC1	5	3	0	4	-1	9	1	-10	-7
Cc1ccccc1NC(=O)CSc1nc(N2CCCCC2)nc(N2CCCCC2)n1	5	4	-7	13	-9	-1	-2	5	17
Cc1ccc(CN(c2ccc(C(=O)NCc3cccnc3)cc2)S(C)(=O)=O)cc1	16	-3	-1	8	1	11	11	-9	-3
O=C(NCCCN1CCCC1)c1ccc(CSCc2cccc(Cl)c2)o1	13	1	-2	1	0	7	5	-7	0
CN(C)C(=O)CSc1nnc(CCN)o1	7	-4	-10	1	-3	-1	-2	-2	-6
Cc1cc(C)cc(OCC(=O)Nc2cccc(C(=O)O)c2)c1	3	4	-4	7	-2	0	-9	0	4
CCn1c(SCC(=O)Nc2sc3c(c2C#N)CCCC3)nnc1-c1ccncc1	.	17*	-3	12	3	-4	6	0	.
Cc1ccc(C(=O)C[n+]2cc(-c3ccccc3)n3c2CCCCC3)cc1	10	14	-2	3	2	-1	14	6	14
C[C@@H]1C[C@H](O)c2cc(Cl)ccc2N1	18	-8	-4	4	-1	18	0	-21	-4
